Runt-CBFb FRET = inhibitors of RUNX1 Runt–CBFb binding, primary screen, biochemical, FRET, Cerulean-Runt, Venus-CBFb, uHTS | Runt-related transcription factor 1 (Homo sapiens) + Core-binding factor subunit beta … | Cerulean-Runt/Venus-CBFb FRET ratio 530/480, 1 h | inhibition, % at 20 µM | 220,000 tested, 0.46% active;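 active = inhibition over about 50% at 20 µM in the single-dose screen, limit read from the data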;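 also: 0% = DMSO wells and 100% = excess unlabeled CBFb competitor control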
Target sequence (Q01196 whole entry, looked up): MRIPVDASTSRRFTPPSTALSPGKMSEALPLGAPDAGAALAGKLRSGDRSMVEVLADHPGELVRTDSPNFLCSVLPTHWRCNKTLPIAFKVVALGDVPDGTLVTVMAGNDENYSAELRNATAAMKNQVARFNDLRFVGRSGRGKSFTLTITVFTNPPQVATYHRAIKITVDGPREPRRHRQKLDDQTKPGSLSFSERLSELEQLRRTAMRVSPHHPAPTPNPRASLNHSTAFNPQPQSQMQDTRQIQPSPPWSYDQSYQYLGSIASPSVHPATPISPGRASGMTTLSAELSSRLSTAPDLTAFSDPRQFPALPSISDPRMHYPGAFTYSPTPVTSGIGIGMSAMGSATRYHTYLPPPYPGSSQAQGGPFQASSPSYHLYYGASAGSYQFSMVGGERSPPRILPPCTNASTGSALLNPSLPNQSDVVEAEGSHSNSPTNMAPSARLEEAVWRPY
Target sequence (Q13951 whole entry, looked up): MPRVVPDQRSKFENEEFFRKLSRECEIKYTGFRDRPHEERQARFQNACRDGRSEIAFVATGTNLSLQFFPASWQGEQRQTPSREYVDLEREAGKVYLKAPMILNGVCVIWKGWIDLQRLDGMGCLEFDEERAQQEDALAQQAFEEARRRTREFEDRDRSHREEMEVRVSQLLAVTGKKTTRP
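Assay system: Cerulean-Runt domain / Medium: Tris 50 mM pH 7.5, KCl, K2SO4, 0.01% BSA / Timing: protein complex preformed 1 h, compound exposure 1 h, room temperature, dark / Measured by: FRET, excitation 422 nm, emission at 530 and 480 nm / Evaluation: loss of energy transfer signal / Control set: 5 µM unlabeled CBFb as full-inhibition high control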
EBV gp42 block = Epstein-Barr virus gp42 inhibitors, primary screen, biochemical, uHTS, fluorescence polarization | inhibition, % (tested at 21.74 µM) | Fluorescence polarization binding assay, mP read-out | Glycoprotein 42 (Epstein-Barr virus (strain AG876)), Q1HVG2 | 220,000 tested, 0.42% active; in the data active = inhibition above about 50%
Target sequence (Q1HVG2 whole entry, looked up): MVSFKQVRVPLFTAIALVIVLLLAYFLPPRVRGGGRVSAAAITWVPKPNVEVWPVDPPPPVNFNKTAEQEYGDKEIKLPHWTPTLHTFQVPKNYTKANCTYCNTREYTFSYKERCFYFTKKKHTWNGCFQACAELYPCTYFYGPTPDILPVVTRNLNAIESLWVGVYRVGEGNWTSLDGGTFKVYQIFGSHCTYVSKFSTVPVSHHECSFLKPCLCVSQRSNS
Calpain2 inh = inhibitors of pig calpain II, primary screen, biochemical, fluorogenic peptide substrate, 1536-well. purified calpain II, 30 min. inhibition, % at 16 µM. 220,000 tested, 0.37% active. AID 1236, 2008;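 active = inhibition above about 50%, limit read from the data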
Runt-SMMHC FRET = inhibitors of RUNX1 Runt–CBFb-SMMHC binding, primary screen, biochemical, FRET, Cerulean-Runt, Venus-CBFb-SMMHC, uHTS; 220,000 tested, 0.74% active; Cerulean-Runt/Venus-CBFb-SMMHC FRET ratio 530/480, 1 h; Runt-related transcription factor 1 (Homo sapiens) + Core-binding factor subunit beta …; AID 1434, 2008; inhibition, % at 20 µM;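 active = mean inhibition across duplicate retests at 20 µM reaching about 50%, limit read from the data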;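 also: 0% = DMSO wells and 100% = wells with excess untagged CBFb-SMMHC; inhibitors lower the FRET ratio by blocking Runt binding to CBFb-SMMHC; some results filed as inactive read as strong as hits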
Furin inh = human furin inhibitors, primary screen, biochemical, fluorescence intensity; inhibition, % at 30 µM; AID 463115, 2010; 220,000 tested, 0.061% active; purified furin, fluorogenic substrate cleavage; in the data active = inhibition above about 25%; also: inactives centre near -15
TbHK1 inh = Trypanosoma brucei hexokinase 1 inhibitors, primary screen, biochemical, G6PDH-coupled NADH absorbance, MLSCN library. hexokinase 1 [Trypanosoma brucei]. recombinant TbHK1, G6PDH-coupled NADH A340. inhibition, % at 10 µM. 220,000 tested, 0.11% active;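 active = inhibition of 50% or more in the single-dose primary screen; inactive = inhibition below 50%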
RBBP9 inh = human RBBP9 inhibitors, primary screen, biochemical, fluorescence polarization, FP-Rh probe, HTS | recombinant RBBP9 | inhibition, % at 7.94 µM | 220,000 tested, 0.2% active | Serine hydrolase RBBP9 (Homo sapiens), O75884;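 active = inhibition above the campaign mean of all tested compounds plus 3 SD, cut at about 14% in these data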;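 also: plate controls were DMSO wells with RBBP9 for no effect and wells lacking RBBP9 protein for full effect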
Target sequence (O75884 whole entry, looked up): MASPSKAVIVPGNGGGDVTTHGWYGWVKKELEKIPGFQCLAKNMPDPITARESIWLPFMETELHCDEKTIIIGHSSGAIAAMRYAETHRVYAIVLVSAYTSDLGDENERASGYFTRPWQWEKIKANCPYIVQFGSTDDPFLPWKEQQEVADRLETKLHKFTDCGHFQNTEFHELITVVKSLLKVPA
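system = RBBP9 protein | input = RBBP9 at 2.5 µM in dispensed solution, before mixing | measured by = fluorescence polarization (mP), excitation 525 nm, emission 598 nm | incubation = enzyme-compound preincubation 30 min, then probe labeling 45 min, 25 °C | buffer or medium = Tris-NaCl-Pluronic buffer, pH 8.0 | compound = single dose 7.94 µM | also added = FP-Rh probe, 375 nM dispensing solution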
p97 ATPase inh = inhibitors of human p97 ATPase, primary screen, biochemical; Transitional endoplasmic reticulum ATPase (Homo sapiens), P55072; recombinant p97 ATPase, Kinase-Glo ATP luminescence, 3 h; inhibition, % at 8 µM; 220,000 tested, 0.42% active; AID 1481, 2009; in the data active = inhibition above about 15%;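 also: 0% = DMSO vehicle and 100% = wells lacking enzyme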
p47phox inh = p47phox/p22phox peptide binding inhibitors, primary screen, biochemical, uHTS, NADPH oxidase regulatory subunit | fluorescence polarization, 2 h | inhibition, % at 24.7 µM | 220,000 tested, 0.53% active;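 active = inhibition above about 30%, limit read from the data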;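 also: 0% = p47phox with labelled peptide and 100% = labelled peptide alone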
* = called active by the depositor; x = not tested or not shown; [ ] = dose if it differs, or a comment.

Runt-CBFb FRET,EBV gp42 block,Calpain2 inh,Runt-SMMHC FRET,Furin inh,TbHK1 inh,RBBP9 inh,p97 ATPase inh,p47phox inh,smiles
3.4,-11.0,-12.2,-1.3,-13.3,-3.2,6.7,5.6,-4.9,CSCCCNC(=S)Nc1ccc(N2CCOCC2)cc1
1.7,-8.3,-9.6,2.6,-9.9,-4.1,-2.9,4.6,-7.3,Cc1nn(S(=O)(=O)N2CCOCC2)c(C)c1Br
-1.3,-7.0,-27.4,-0.8,-18.3,-6.7,-6.3,-1.0,-1.6,O=C(O)CC1=C(Nc2ccccc2)C(=O)N(c2ccccc2)C1c1ccc(Br)cc1 (stereo not drawn)
2.0,-8.7,-25.5,-0.3,-7.6[20 µM],-2.9,-6.0,4.6,-0.1,O=C(c1ccc(S(=O)(=O)N2CCOCC2)cc1)N(c1ccc(F)cc1)C1C=CS(=O)(=O)C1 (stereo not drawn)
x,-9.5,-37.6,x,-33.3,-0.3,-5.7,5.5,-18.6,Cc1ccc(OCC(=O)NC2CC(C)(C)NC(C)(C)C2)c(C)c1
-5.5,-0.2,-26.8,3.0,-23.5,-1.5,-5.0,0.5,-2.3,CC(C)Cn1c(-c2ccc(Cl)cc2)cnc1SCC(=O)N1CCOCC1
-2.8,6.2,39.3,0.8,-3.1,13.2,-12.4,-7.1,-8.6,CCCc1cc2c(cc1NC(=O)c1ccc(C(C)(C)C)cc1)OCO2
0.0,-5.4,-6.2,-4.7,-6.8,41.9,-1.5,3.9,-16.1,COC(=O)CCC(=O)NNC(=O)c1cccc(Br)c1
-1.9,-5.4,-1.6,1.6,-27.6,-5.9,3.3,5.1,4.5,COc1ccc(-n2nc(C(=O)NCC(=O)NCC3COc4ccccc4O3)c3ccccc3c2=O)cc1OC (stereo not drawn)
-0.4,-3.4,68.2*,-1.0,-5.5,4.2,-6.2,-1.0,25.4,C/C(=N/NC(=O)c1cc(-c2cccc([N+](=O)[O-])c2)n[nH]1)c1ccc(Cl)cc1
-0.6,-9.6,34.5,-1.1,-16.9[20 µM],-14.2,-6.0,2.3,14.2,O=C(Nc1nncs1)c1cccc(S(=O)(=O)N2CCOCC2)c1
-1.0,5.5,22.4,-2.7,-18.5[20 µM],-2.6,-7.0,4.4,3.9,CC(C)c1nc2ccc(C(=O)O)cc2[nH]1

Record cards, from the list above. Order of values: Runt-CBFb FRET	EBV gp42 block	Calpain2 inh	Runt-SMMHC FRET	Furin inh	TbHK1 inh	RBBP9 inh	p97 ATPase inh	p47phox inh
Results for O=C(c1ccc(S(=O)(=O)N2CCOCC2)cc1)N(c1ccc(F)cc1)C1C=CS(=O)(=O)C1 (stereo not drawn) : 2.0	-8.7	-25.5	-0.3	-7.6[20 µM]	-2.9	-6.0	4.6	-0.1
Results for Cc1nn(S(=O)(=O)N2CCOCC2)c(C)c1Br : 1.7	-8.3	-9.6	2.6	-9.9	-4.1	-2.9	4.6	-7.3
Results for C/C(=N/NC(=O)c1cc(-c2cccc([N+](=O)[O-])c2)n[nH]1)c1ccc(Cl)cc1 : -0.4	-3.4	68.2*	-1.0	-5.5	4.2	-6.2	-1.0	25.4

(next part)
Runt-CBFb FRET,EBV gp42 block,Calpain2 inh,Runt-SMMHC FRET,Furin inh,TbHK1 inh,RBBP9 inh,p97 ATPase inh,p47phox inh,smiles
10.3,5.9,-24.3,0.0,-0.9[20 µM],-14.5,4.2,5.3,-0.3,C=CCn1c(SCC(C)=O)nnc1-c1cc(-c2ccccc2)sc1N
-0.4,-18.9,-5.0,-0.7,-13.6[20 µM],-3.6,-5.4,-1.1,0.9,CCOC(=O)C1CCCN(S(=O)(=O)c2c(C)c(C)cc(C)c2C)C1 (stereo not drawn)
3.8,1.5,1.5,-31.6,-13.3,0.6,-5.8,-2.6,5.3,COc1cc(C2NC(=O)NC(C)=C2C(=O)OCC2CCCO2)cc(OC)c1OC (stereo not drawn)
-0.9,-13.5,1.4,0.6,-18.4,10.3,-6.7,-3.3,-7.9,O=C1CCCN2N=C(SCC(=O)N3CCCCC3)SC2=N1
-4.0,7.1,19.7,-4.5,-19.1[20 µM],-27.9,-4.3,0.9,-8.5,O=C(O)CC/C(=N\Nc1ccc(S(=O)(=O)N2CCCC2)cc1[N+](=O)[O-])c1cccs1
-1.4,3.3,-82.8,3.1,-22.2,-6.2,-5.0,2.6,-10.3,CC(C)(C)NC(=O)C(c1ccncc1)N(Cc1cccs1)C(=O)Cn1nnc(-c2cccs2)n1 (stereo not drawn)
-9.6,-3.7,-11.2,-0.8,-23.6,-7.1,-6.0,-1.9,-12.3,CC(C)N1C(=O)S/C(=C/c2ccccc2OCc2ccc(C(=O)O)cc2)C1=O
11.1,-12.2,-165.1,29.9,-23.7,-15.3,-13.6,-5.6,-3.8,CCOCCCNC(=O)c1ccc(Cn2c(=S)[nH]c3c([nH]c4ccc(OC)cc43)c2=O)cc1
-0.3,13.6,-18.6,3.0,-20.6[20 µM],5.8,2.1,2.5,-5.2,CSc1ccccc1NC(=O)c1noc2c1CCC2
-1.0,-4.2,-8.3,2.5,-25.9,3.0,-6.8,0.6,1.3,Cc1nn(-c2ccc(F)cc2)c(C)c1CN1CCN(CCC(C)C)C(CCO)C1 (stereo not drawn)
0.4,-22.8,14.6,1.3,-13.4[20 µM],-0.6,-2.1,-0.1,-11.3,O=C(Nc1ccc(O)cc1)c1ccc(C(=O)c2ccccc2)o1
-2.9,-4.1,-18.0,-1.2,-21.8[20 µM],1.7,4.7,-1.1,-4.2,O=C(CSCc1ccccc1)N1CCN(Cc2ccc3c(c2)OCO3)CC1

Looked up above:
p97 ATPase inh with CC(C)(C)NC(=O)C(c1ccncc1)N(Cc1cccs1)C(=O)Cn1nnc(-c2cccs2)n1 (stereo not drawn) stands at 2.6
Calpain2 inh with Cc1nn(-c2ccc(F)cc2)c(C)c1CN1CCN(CCC(C)C)C(CCO)C1 (stereo not drawn) stands at -8.3

Carrying on:
Runt-CBFb FRET,EBV gp42 block,Calpain2 inh,Runt-SMMHC FRET,Furin inh,TbHK1 inh,RBBP9 inh,p97 ATPase inh,p47phox inh,smiles
-0.4,2.4,-10.2,0.9,-8.0,-13.5,-5.6,0.6,-4.7,CCN(CC)C(=O)/C(=C/c1cccc([N+](=O)[O-])c1)NC(=O)c1ccco1
-1.4,-5.7,1.3,-1.1,-14.6,-2.6,-1.0,-1.4,-3.1,COc1ccc(Cn2c(CCC(=O)Nc3ccccc3OC)nc3cccnc32)cc1
0.3,-13.6,2.7,-0.6,-37.4,-15.5,-0.4,1.0,-5.6,CCO[C@H]1OC(C(=O)N2CCN(Cc3ccc4c(c3)OCO4)CC2)=C[C@@H](c2ccc3c(c2)OCO3)[C@@H]1CCCO
1.4,-21.4,-0.1,-8.0,-7.9[20 µM],-12.2,-2.5,3.8,-1.7,CCOC(=O)c1ccc(S(=O)(=O)N2CCNCC2)cc1
1.6,5.3,-6.1,-3.9,-7.8,17.3,-3.0,-3.1,-1.6,O=C(CCN1C(=O)C2C3CCC(C3)C2C1=O)OCC(=O)c1cccc([N+](=O)[O-])c1 (stereo not drawn)
0.7,-6.5,-32.6,3.5,-27.5,3.9,-4.2,1.5,-3.4,CC(=O)Nc1cccc(NC(=O)C2CCCN2C(=O)Nc2ccc(Cl)cc2)c1 (stereo not drawn)
-4.1,-1.5,17.1,-5.8,-13.3,-2.6,1.1,-8.9,-21.5,Cc1ccc(SCCC(=O)NCCSCc2ccccc2C)cc1
-0.2,1.3,-10.9,-0.3,-20.9,-22.0,0.0,1.8,6.1,CSCCC(N=C(NS(=O)(=O)c1ccc(C)cc1)c1ccccc1)C(=O)O (stereo not drawn)
0.9,-3.7,10.4,-24.3,-11.9,-9.5,-2.8,7.0,-23.2,COc1ccc(-c2coc3cc4oc(=O)cc(C)c4cc23)cc1F
1.7,4.5,3.3,-6.0,-18.9[20 µM],-31.5,0.2,2.7,-6.5,Cc1snc(S(=O)(=O)/C(C#N)=N/Nc2cccc(C(F)(F)F)c2)c1C#N
2.6,-10.7,-30.4,2.1,-35.2,3.1,-9.3,5.6,-6.9,Cn1cc(CN2CCCC(CO)(Cc3ccccc3)C2)cn1 (stereo not drawn)
-2.6,0.0,-3.4,1.6,-10.5,2.4,1.5,-0.6,6.1,COc1ccc(C(=O)Nc2ccccc2C(=O)NCCCn2ccnc2)cc1
-4.7,-11.7,-21.6,0.3,-27.4,-10.2,-1.0,3.5,-9.0,CC(C(=O)NCc1ccco1)n1nc(-c2ccccc2)c2cc(Cl)ccc21 (stereo not drawn)
-0.1,-17.6,-69.3,4.8,-27.9,-19.1,-7.4,1.4,-52.9,Cc1cc(C)c2nc(NC(=O)c3cccc(S(=O)(=O)N4CCc5ccccc54)c3)sc2c1
0.2,2.5,-18.6,1.3,-22.8,1.2,-9.2,-0.6,-3.9,COc1cccc(CN2CCN(Cc3ccc(C#CC(C)(C)O)s3)CC2CCO)c1 (stereo not drawn)
x,-9.7,-1.7,-1.5,-13.0,-1.6,-9.3,-3.2,-12.3,NC(=O)C1CCN(c2ccc(C(F)(F)F)cc2[N+](=O)[O-])CC1
0.3,2.4,-19.3,27.3,-6.0[20 µM],-0.5,-5.0,-3.5,-8.0,COC(=O)C1=C(C)N(c2ccc(F)cc2)C(=O)C1
1.3,4.6,-11.4,-1.6,-23.1,0.7,-2.8,0.7,-3.4,CC(NC(=O)C12CC3CC(CC(C3)C1)C2)C(=O)NCCN(C)C (stereo not drawn)
0.6,-18.0,-11.1,3.0,-3.6,-44.4,-9.7,-5.0,-17.0,CC1CCc2cc(F)ccc2N1C(=O)c1cnc2sccn2c1=O (stereo not drawn)
-0.1,-4.8,9.6,-1.5,-37.6,-1.4,9.3,1.5,0.5,CCOC(=O)CNC(=O)N1CCCC(CCC(=O)NCc2ccc(F)c(F)c2)C1 (stereo not drawn)
-1.5,-8.8,-4.0,0.6,-9.4,-2.5,-3.1,4.1,-5.4,CC(C)NC(=O)NC(=O)CSc1nnc(-c2ccccc2F)n1N
-2.3,-10.5,-14.8,-0.1,-20.9,-8.1,0.7,2.6,-1.6,COc1ccc(NC(=O)Cc2c(C(=O)O)n(C)c3ccccc23)cc1OC
0.4,-1.3,0.4,1.0,-19.8,-1.6,-7.1,-1.6,-5.0,COc1ccc(C2C(C(=O)Nc3cc(C)on3)c3ccccc3C(=O)N2C)cc1 (stereo not drawn)
10.9,-2.6,-14.5,0.8,-24.0,-10.1,-13.3,-0.8,-17.8,Cc1cc(C)cc(NC(=S)/C(=C(\[O-])c2ccc(Cl)cc2Cl)[n+]2ccccc2)c1
0.4,-8.6,7.7,96.3,7.3,-15.7,-14.0,-6.3,-3.8,CC(=O)c1ccc(Sc2ccccn2)c([N+](=O)[O-])c1
-0.1,-8.6,-13.0,3.0,-27.8,-8.9,-8.5,3.2,-2.6,Cc1ccc(-c2nn(C)c(=O)c3ccccc23)cc1S(=O)(=O)NCCN(C)C
-0.4,-29.3,-18.4,-3.6,-10.9[20 µM],-0.6,-8.3,-0.8,-15.4,Cc1ccc(CSCC(=O)N2CCOCC2)cc1
